HTR5A ag ctr: HTR5A agonism, opioid heterodimer counter-screen. P47898. 340,000 tested, 0.61% active. HTR5A agonist assay, luminescence, cell-based. activation, % at 9.3 µM; in the data active means activation mostly above about 9.5%, no sharp cut-off; inactive means mostly below about 7.6%;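 further: 0% = cells with vehicle only and 100% = reference agonist; strong numbers were not always called active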
Target sequence (P47898 whole entry, looked up): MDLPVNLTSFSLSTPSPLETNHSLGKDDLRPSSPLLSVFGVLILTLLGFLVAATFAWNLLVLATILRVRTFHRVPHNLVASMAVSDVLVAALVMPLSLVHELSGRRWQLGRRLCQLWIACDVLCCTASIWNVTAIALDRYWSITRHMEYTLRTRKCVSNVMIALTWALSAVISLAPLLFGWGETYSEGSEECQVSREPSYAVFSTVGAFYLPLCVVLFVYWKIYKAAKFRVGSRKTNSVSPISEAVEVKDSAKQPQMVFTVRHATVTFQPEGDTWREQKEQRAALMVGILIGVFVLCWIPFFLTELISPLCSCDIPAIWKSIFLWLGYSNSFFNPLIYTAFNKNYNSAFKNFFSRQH
CAL-PDZ inh HTS: blocks peptide binding to the human CAL PDZ domain; Q9HD26; AID 602252; purified CAL PDZ, TMR-peptide fluorescence polarization, 1 h; inhibition, % at 24.9 µM; 300,000 tested, 0.92% active;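 active means mean inhibition of at least 30% with at least half of replicates also reaching 30%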;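 further: 0% = DMSO neutral control and 100% = excess unlabeled competitor peptide PRC23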
MOR-DOR ag: OPRM1-OPRD1 heterodimerization agonism. P35372+P41143. cells, luminescence. activation, % at 9.3 µM. 340,000 tested, 0.3% active; in the data active means activation above about 18%;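 further: 0% = vehicle-treated cells and 100% = reference agonist; values of inactives mirror those of a sister screen read the other way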
C-LANA FP: inhibitors of KSHV LANA C-terminal domain DNA binding; MBP-C-LANA/FAM-LBS DNA binding, fluorescence polarization; inhibition, % at 9 µM; 340,000 tested, 0.078% active; AID 504423;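 active means highest replicate inhibition at or above 60% at 9 µM, even if other replicates fall short; inactive means all replicates below 60% inhibition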;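 further: 0% = neutral control wells and 100% = 4 µM acridine orange control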
V-ATPase pHluor: yeast V-ATPase proton transport regulation by pHLuorin | S. cerevisiae, pHLuorin cytosolic pH fluorescence | response, % at 10 µM | 350,000 tested, 0.37% active; in the data active means response mostly above about 7.3%, no sharp cut-off; inactive means mostly below about 5.4%; further: actives read high; inactives centre near 0; some compounds called inactive have numbers as strong as hits; reference of the scale not given here
RTF Ca sens act: cardiac RTF calcium sensitization; P19429+P45379; IANBD-labeled TnC RTF fluorescence at EC20 calcium; 0% EC20 calcium, 100% full calcium; activation, % at 7.2 µM; 340,000 tested, 0.24% active; AID 493008;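 active means activation above the mean over all tested compounds plus 3 SD, cut at about 30% in these data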;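 further: rise in fluorescence read as greater calcium sensitivity of cardiac thin filaments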
OPRM1-OPRD1 inv: inverse agonists of human mu-delta opioid receptor heterodimerization. P35372+P41143. 340,000 tested, 0.21% active. inhibition, % at 9.3 µM. cell-based MOR-DOR heterodimer luminescence, inverse agonism; in the data active means inhibition above about 22%, passing the limit was not always enough;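 further: 0% = cells with DMSO and 100% = wells without cells with DMSO; values of inactives mirror those of a sister screen read the other way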
Keap1 Nrf2 FP: disrupts human Keap1 binding to Nrf2 peptide; Keap1 Kelch-Nrf2 peptide fluorescence polarization, 1536-well; inhibition, % at 9.4 µM; Q14145; AID 504523; 340,000 tested, 0.15% active; in the data active means inhibition above about 12%;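 further: human Keap1 Kelch domain with fluorescein labeled Nrf2 9mer peptide probe; 0% = neutral control wells and 100% = peptide positive control; higher means more block of Keap1 binding to Nrf2 peptide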
Target sequence (Q14145 whole entry, looked up, the tested form may be a part): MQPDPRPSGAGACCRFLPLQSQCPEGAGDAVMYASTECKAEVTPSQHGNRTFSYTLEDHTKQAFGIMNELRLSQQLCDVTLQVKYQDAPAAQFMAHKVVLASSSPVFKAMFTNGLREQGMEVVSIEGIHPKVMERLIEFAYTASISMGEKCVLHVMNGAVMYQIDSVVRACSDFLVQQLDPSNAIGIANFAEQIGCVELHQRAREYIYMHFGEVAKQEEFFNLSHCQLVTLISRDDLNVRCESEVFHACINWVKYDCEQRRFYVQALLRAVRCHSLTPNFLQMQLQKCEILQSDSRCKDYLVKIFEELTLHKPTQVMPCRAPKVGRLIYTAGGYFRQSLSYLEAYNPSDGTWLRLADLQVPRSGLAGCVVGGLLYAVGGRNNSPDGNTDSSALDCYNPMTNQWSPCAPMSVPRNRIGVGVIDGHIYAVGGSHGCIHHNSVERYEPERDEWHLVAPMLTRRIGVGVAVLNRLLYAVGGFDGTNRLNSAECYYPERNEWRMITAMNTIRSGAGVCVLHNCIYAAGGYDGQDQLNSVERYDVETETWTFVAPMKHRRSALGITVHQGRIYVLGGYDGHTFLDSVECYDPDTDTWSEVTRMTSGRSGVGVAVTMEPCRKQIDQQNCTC
RTF Ca sens inh: cardiac RTF calcium desensitization; IANBD-labeled cardiac RTF, Ca2+ fluorescence; 340,000 tested, 0.12% active; P19429+P45379; inhibition, % at 7.15 µM;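 active means inhibition above the mean inhibition of all tested compounds plus 3 SD, cut at about 17% in these data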;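 further: assay run at fixed EC70 calcium of 1.6 mM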
HTR5A inv ag: counter-screen for OPRM1-OPRD1 inverse agonists: human HTR5A inverse agonism; P47898; HTR5A cell line, luminescence; inhibition, % at 9.3 µM; 340,000 tested, 0.083% active; AID 504634; in the data active means inhibition mostly above about 23%, no sharp cut-off; inactive means mostly below about 18%;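 further: 0% = cells with DMSO and 100% = no-cell wells with DMSO; some compounds called inactive have numbers as strong as hits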
Active calls of the source: *; nt = no result given.

SMILES | HTR5A ag ctr | CAL-PDZ inh HTS | MOR-DOR ag | C-LANA FP | V-ATPase pHluor | RTF Ca sens act | OPRM1-OPRD1 inv | Keap1 Nrf2 FP | RTF Ca sens inh | HTR5A inv ag
COc1ccccc1NS(=O)(=O)c1cccc2nsnc12 | 0.8 | -2.9 | -2.3 | 0.3 | -2.2 | 4.7 | 12.3 | -5.1 | -0.4 | -2.7
CCCCCc1cc(=O)oc2c(C(CCN3CCCC3)c3cc(OC)c(OC)c(OC)c3)c(OC)cc(OC)c12 (stereo not drawn) | 4.4 | -0.3 | -1.1 | 0.2 | -2.1 | 0.9 | 6.4 | -6.9 | -5.5 | -13.0
CCOC(=O)c1c(NC(=O)Cc2ccccc2)sc2c1CCN(CC)C2 | -1.9 | 1.4 | -0.1 | 0.3 | -0.9 | 7.2 | 0.8 | -7.9 | -6.0 | -14.5
COc1cc(/C=C(/C#N)c2ccc(C)cc2)ccc1Oc1ccc([N+](=O)[O-])cn1 | 14.4 | -1.3 | -1.3 | -1.0 | 3.9 | 0.1 | 7.3 | -0.1 | 12.4 | -1.7
CCOC(=O)C1=C(C)NC(C)=C(C(=O)OCC)C1c1sccc1C | -1.2 | -1.2 | 2.5 | 1.0 | 0.6 | 4.9 | -13.6 | -6.1 | -4.9 | -25.2
COc1cccc(NC(=O)CCSc2ccc(C)cc2)c1 | 6.5 | 19.7 | -0.7 | -0.2 | -5.3 | 4.3 | 4.2 | -1.8 | -5.1 | -22.0
CCOC(=O)CSc1nnc(CNC(=O)c2ccc(S(=O)(=O)N3CCOCC3)cc2)n1C | 3.0 | -4.8 | -3.9 | 0.9 | -3.2 | -7.6 | 19.6 | -1.4 | 7.4 | 15.9
COc1cc(CNc2ccc(CNc3ncn[nH]3)cc2)cc(Cl)c1OCc1ccccc1 | 0.7 | -1.7 | -1.3 | 0.2 | -0.1 | 3.7 | 6.8 | -5.1 | -1.1 | -2.6
O=C(NC1CCN(S(=O)(=O)c2ccc(F)cc2)CC1)c1ccccc1 | -0.4 | nt | -1.7 | 0.2 | -1.3 | 1.2 | 8.7 | -0.5 | -7.9 | -4.3
CC(=O)Nc1ccc(N2C(=O)CSC2c2cccc(Br)c2)cc1 (stereo not drawn) | -0.2 | -3.5 | -3.3 | 0.8 | 0.1 | 2.3 | 15.0 | 0.6 | 0.3 | 0.7
COCCn1nnnc1C(c1cccc(OC)c1OC)N1CCN(C(=O)c2ccco2)CC1 (stereo not drawn) | -2.8 | -4.7 | -2.0 | 0.8 | 3.5 | 11.6 | 13.0 | -2.2 | -9.9 | 8.0
Cc1ccc(-c2nn3cnnc3c3ccccc23)cc1 | -1.5 | -4.3 | -0.9 | 0.4 | -0.3 | -4.0 | 5.7 | -1.4 | -4.9 | 3.7

Three compounds already listed, sorted by the value under OPRM1-OPRD1 inv, descending.
SMILES,OPRM1-OPRD1 inv
CCOC(=O)CSc1nnc(CNC(=O)c2ccc(S(=O)(=O)N3CCOCC3)cc2)n1C,19.6
COCCn1nnnc1C(c1cccc(OC)c1OC)N1CCN(C(=O)c2ccco2)CC1 (stereo not drawn),13.0
COc1cc(CNc2ccc(CNc3ncn[nH]3)cc2)cc(Cl)c1OCc1ccccc1,6.8

The list continues:
SMILES | HTR5A ag ctr | CAL-PDZ inh HTS | MOR-DOR ag | C-LANA FP | V-ATPase pHluor | RTF Ca sens act | OPRM1-OPRD1 inv | Keap1 Nrf2 FP | RTF Ca sens inh | HTR5A inv ag
CCN(CC)CCCCOc1ccccc1OC | 3.7 | -2.0 | -2.0 | -0.7 | 2.8 | -3.6 | 11.0 | -2.2 | 4.2 | 24.0
Brc1ccc(CSc2nnc(-c3cnccn3)n2Cc2ccco2)cc1 | 0.2 | nt | -4.0 | 0.4 | -4.5 | 2.4 | 20.8 | -4.2 | -0.7 | -29.0
CCOC(=O)C1CCCN(C(=O)c2ccccc2NC(C)=O)C1 (stereo not drawn) | 7.0 | 3.8 | -1.9 | 0.2 | -5.2 | 11.6 | 11.2 | -5.1 | 1.5 | -5.6
CCOC(=O)Cc1nnc(NC(=O)c2ccccc2OC)s1 | -2.4 | -3.6 | -2.4 | -0.7 | 0.3 | -0.7 | 10.1 | -0.3 | -0.9 | 5.9
CC1CCN(C(=O)COC(=O)c2cc([N+](=O)[O-])ccc2N2CCOCC2)CC1 | 12.1* | -2.3 | -0.4 | nt | 0.3 | -7.6 | 2.2 | nt | -22.3 | -32.9
COc1ccc(-c2cc(-c3ccccc3)nc(SCC(=O)Nc3nccs3)c2C#N)cc1 | -0.5 | -1.4 | -1.6 | 0.0 | -0.2 | -1.5 | 8.1 | -2.3 | -10.1 | 2.0
CC1(c2ccc([N+](=O)[O-])cc2)NC(=O)N(CC(=O)Nc2ccc(N3CCCCC3)cc2)C1=O (stereo not drawn) | 7.8 | -1.3 | -2.4 | -0.4 | -9.5 | -16.7 | 13.2 | -0.8 | -5.9 | -4.2
NC(=O)c1ccccc1OCc1cccc2ccccc12 | 0.5 | -3.4 | -3.2 | -1.9 | -0.5 | -0.4 | 14.2 | -4.2 | 4.5 | -1.8
O=C(O)CCCNS(=O)(=O)c1ccc2ccccc2c1 | 1.3 | 0.1 | 2.9 | -0.7 | -5.0 | 13.0 | -15.8 | -11.7 | -0.8 | -25.4
C=CCN1CCN(C(=O)c2ccc(-c3ccccc3)cc2)CC1 | 3.9 | -1.1 | 2.8 | -0.3 | 0.7 | -5.4 | -13.2 | -2.1 | -3.3 | -14.3
CCOc1ccc(Oc2ccc(Cl)cc2NC(=O)CCNC(C)=O)cc1 | -1.4 | -4.6 | -4.8 | 0.9 | 1.6 | 0.9 | 22.6 | 0.0 | 6.7 | 3.4
CN(CC(=O)N1CCN(c2ccccc2)CC1)C1CCCc2ccccc21 (stereo not drawn) | 3.3 | -4.3 | 3.0 | -2.9 | -5.2 | 0.6 | -21.3 | -0.6 | -3.2 | 16.5

Brought forward from above: two compounds, then new ones.
SMILES | HTR5A ag ctr | CAL-PDZ inh HTS | MOR-DOR ag | C-LANA FP | V-ATPase pHluor | RTF Ca sens act | OPRM1-OPRD1 inv | Keap1 Nrf2 FP | RTF Ca sens inh | HTR5A inv ag
CCOc1ccc(Oc2ccc(Cl)cc2NC(=O)CCNC(C)=O)cc1 | -1.4 | -4.6 | -4.8 | 0.9 | 1.6 | 0.9 | 22.6 | 0.0 | 6.7 | 3.4
CN(CC(=O)N1CCN(c2ccccc2)CC1)C1CCCc2ccccc21 (stereo not drawn) | 3.3 | -4.3 | 3.0 | -2.9 | -5.2 | 0.6 | -21.3 | -0.6 | -3.2 | 16.5
Cc1occc1C(=O)Nc1ccc(S(N)(=O)=O)cc1 | 8.7 | nt | -0.4 | -0.7 | -1.6 | 1.9 | 2.3 | -1.9 | -2.0 | -16.7
CC(C)Cc1ccc(C(C)C(=O)Nc2ccccc2O)cc1 (stereo not drawn) | 3.2 | -2.5 | 7.3 | -2.1 | 2.5 | 2.9 | -36.5 | -5.7 | -6.7 | -9.4
CSc1ncccc1C(=O)Nc1nc2c(C)cccc2s1 | -3.1 | -7.8 | 1.6 | 0.3 | 3.6 | -0.6 | -7.7 | -3.5 | -2.5 | 7.3
O=C1CC(c2ccccc2)N1c1ccccc1 (stereo not drawn) | 1.2 | 1.1 | -1.7 | -2.5 | -3.6 | -3.6 | 9.4 | 9.3 | -7.5 | 1.9
COc1cc(NC(=O)COC(=O)/C=C/c2ccc(Cl)cc2Cl)cc(OC)c1 | 2.9 | 2.8 | 0.1 | 0.0 | 2.2 | 7.9 | -0.7 | -3.8 | -4.7 | -7.7
O=C1Nc2ccccc2/C1=N/N=C/c1cccc(O)c1 | 2.7 | 7.5 | -1.0 | -1.4 | 1.6 | 2.1 | 5.2 | -2.7 | 2.3 | 19.3
CCN(CC(=O)Nc1c(F)cccc1F)C(=O)CSc1nc(C)cc(C)n1 | 6.2 | -2.2 | -1.6 | 1.0 | 2.9 | 2.4 | 11.2 | -5.6 | 2.1 | -14.0
O=C(c1ccc2c(=O)n(-c3ccccc3)c(=S)[nH]c2c1)N1CCCCC1 | -0.7 | 1.9 | -0.3 | -4.4 | -3.5 | 0.9 | 1.3 | -1.5 | -2.4 | 1.8
COc1ccc(Nc2cc3n(c(=O)n2)CCc2cc(OC)c(OC)cc2-3)cc1 | 1.6 | nt | -2.2 | -2.2 | 1.3 | -3.4 | 10.0 | -3.5 | -2.9 | -6.0
COC(=O)C(CCSC)NC(=O)/C=C/c1ccc(OC)cc1 (stereo not drawn) | -1.9 | -2.9 | -1.6 | -0.2 | 1.2 | 1.3 | 7.9 | -0.7 | -7.2 | -19.4
Cc1occc1C(=O)Nc1ccccc1NC(=O)c1ccoc1C | 8.3 | -6.3 | 0.9 | -0.3 | -1.2 | 4.0 | -4.8 | -2.5 | -5.0 | -47.1
COCCn1c(-c2ccc(SC)cc2)nc2c1c(=O)[nH]c(=O)n2CC(C)C | 8.6 | -2.9 | 1.0 | -1.1 | 5.4 | 4.4 | -5.3 | 1.3 | -10.6 | -29.1
CCSc1nnc(NC(=O)CSc2nnc(C)c(=O)n2N)s1 | 1.5 | -4.9 | -1.2 | 2.6 | -1.6 | 0.1 | 5.8 | -4.0 | 2.6 | 14.5
Cc1ccc(S(=O)(=O)Nc2ccc3ccccc3c2)cc1 | 1.9 | 3.0 | 5.0 | 4.5 | -3.6 | 3.7 | -25.8 | 0.4 | 2.0 | -7.4
C(=N\n1cnnc1)/c1ccc(N2CCOCC2)s1 | -8.3 | -2.4 | -2.1 | -1.2 | -6.6 | 4.9 | 10.1 | 3.2 | -5.2 | 20.1
C/C(=N\NC(=O)c1ccc(Cl)cc1)c1cccc(NC(=O)C(C)C)c1 | 1.5 | -0.2 | 2.5 | -1.0 | 0.6 | -2.2 | -14.2 | 1.4 | -9.5 | -1.0
C=CCn1c(SCCOc2ccc(OC)cc2)nnc1C(CO)NC(=O)c1ccc(OC)cc1 (stereo not drawn) | 0.6 | -3.9 | -2.4 | 1.8 | -2.6 | -5.3 | 13.1 | -0.1 | 1.2 | -11.3
CCn1ncc(Br)c1C(=O)Nc1c(C)nn(Cc2c(F)c(F)c(F)c(F)c2F)c1C | 2.1 | -19.9 | -0.7 | 0.0 | 0.8 | 0.2 | 4.0 | -0.5 | -12.3 | -31.8
CCC(C)NS(=O)(=O)c1ccc(NC(C)=O)cc1 (stereo not drawn) | -5.6 | -0.2 | -1.5 | -0.6 | -1.4 | 0.8 | 8.5 | -1.9 | -5.8 | 5.4
C=CCOC(=O)C1=C[C@@H](c2ccc3c(c2)OCO3)C[C@@H](OCCCCO)O1 | -2.5 | -1.3 | 0.2 | -3.2 | 4.8 | -6.0 | -1.4 | -4.5 | -8.3 | -2.9
COc1cccc(OCc2cc(C(=O)N(C)CCOc3ccc(C)cc3)no2)c1 | 0.7 | -1.8 | 0.3 | 0.5 | 0.5 | -0.4 | -1.8 | 0.1 | -1.0 | -2.9
Cc1cc(C)c2nc(N3CCCC(C(=O)NC4CCCC4)C3)sc2c1 (stereo not drawn) | 1.9 | -3.0 | -1.9 | 0.2 | 3.8 | 0.9 | 10.0 | -3.1 | 4.5 | -7.3
CCOC(=O)c1c(NC(=O)CN2C(=O)NC3(CCCCC3C)C2=O)sc(C)c1C (stereo not drawn) | 2.4 | -4.9 | 1.8 | 1.6 | -0.8 | -1.7 | -9.5 | -9.2 | 5.5 | 0.9
O=C(COC(=O)C1CC(=O)N(c2nc(-c3ccccc3)cs2)C1)c1ccccc1 (stereo not drawn) | 2.6 | -6.8 | -1.2 | 0.0 | -2.9 | -1.0 | 6.1 | -0.8 | 4.8 | -8.0

Compound activity deposited in PubChem BioAssay by several laboratories.
